CaV13 ICDI inh – Primary screen for inhibitors of IQ motif and Ca2+-dependent inactivation inhibitor domain binding in CACNA1D, Förster resonance energy transfer in living cells, …. HEK cells, CFP/YFP FRET ICDI-IQ, plate reader, 10 min; percent FRET-ratio fall versus neutral wells. inhibition, % at 12.3 µM. actives 0.098% (n = 340,000);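 active means mean replicate inhibition of at least 30% and at least 1% of replicates passing that level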;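 further: 0% = median of the neutral control wells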
NR2E3 ag-1 – inhibitors of NR2E3-RetCOR corepressor binding, primary screen, NR2E3 agonist project, biochemical, TR-FRET, GST-NR2E3, biotin-RetCOR; Photoreceptor-specific nuclear receptor (Homo sapiens), Q9Y5X4; 1536-well; inhibition of corepressor binding, % at 4.78 µM; actives 0.12% (n = 320,000); AID 2300, 2010;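 active means percent inhibition above the cutoff of mean plus 3 SD of all tested compounds, set per screening campaign, cut at about 20% in these data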;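 further: 0% = DMSO wells and 100% = biotin wells as full block of FRET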
Target sequence (Q9Y5X4 whole entry, looked up): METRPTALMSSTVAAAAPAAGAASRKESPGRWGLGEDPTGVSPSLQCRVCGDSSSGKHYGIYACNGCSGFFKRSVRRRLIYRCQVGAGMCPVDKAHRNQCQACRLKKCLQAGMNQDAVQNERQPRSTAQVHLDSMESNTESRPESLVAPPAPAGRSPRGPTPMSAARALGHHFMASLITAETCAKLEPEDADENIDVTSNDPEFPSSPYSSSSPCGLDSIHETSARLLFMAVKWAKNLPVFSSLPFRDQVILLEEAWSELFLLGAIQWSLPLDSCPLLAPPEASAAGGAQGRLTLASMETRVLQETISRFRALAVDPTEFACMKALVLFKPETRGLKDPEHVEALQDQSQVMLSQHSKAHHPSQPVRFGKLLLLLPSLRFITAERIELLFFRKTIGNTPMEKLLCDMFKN
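Material – GST-tagged NR2E3 plus biotinylated RetCOR corepressor · Quantity – NR2E3 fusion 1.35 nM · Times – 5 h incubation at 4 °C · Medium – pH 7.5 Tris-based buffer · Technique – TR-FRET, Eu(K)-anti-GST donor, streptavidin-D2 acceptor, ex 340, em 617/671 nm · Benchmarks – high control biotin, low control 0.6% DMSO · Format – 1536-well plates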
HIF-2a inh – HIF-2a reporter inhibitors, primary screen, luminescence, 786-0 RCC cells. actives 0.72% (n = 360,000). inhibition, % at 18.8 µM. 786-0 RCC cells HIF-2a reporter, luciferase luminescence, overnight;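 active means inhibition of the luminescence signal of 40% or more relative to plate controls, in a single-dose primary screen at 18.75 µM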
Vif imaging – HIV Vif self-association inhibitors, primary screen, imaging, HEK293T, single point; actives 0.35% (n = 340,000); HEK293T cells, Vif self-association by quenched fluorescence, 24 h; inhibition, % at 7.49 µM; in the data active means inhibition above about 50%, passing the limit was not always enough; further: some results filed as inactive read as strong as hits
NR2E3 ag-2 – NR2E3 agonists in two-hybrid cells, primary screen, cell-based, luminescence, CHO-S, Gal4-NCOR/VP16-NR2E3; AID 602229, 2012; actives 0.35% (n = 360,000); luciferase; inhibition of corepressor binding, % at 3.98 µM; Photoreceptor-specific nuclear receptor (Homo sapiens), Q9Y5X4;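 active means inhibition above the mean of all tested compounds plus 3 SD, cut at about 70% in these data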;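 further: 0% = DMSO with NR2E3 transfected cells and 100% = cells lacking NR2E3 construct; higher means lower luciferase signal from less NR2E3 corepressor binding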
Peg3 promoter – Peg3 promoter-driven luciferase inhibitors, primary screen, cell-based, HeLa, luciferase luminescence; inhibition, % at 20 µM; AID 588405, 2011; HeLa PEG-Prom luciferase reporter, overnight; actives 1.7% (n = 360,000);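 active means inhibition of at least 50% at 20 µM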
MITF TRPM1 inh – inhibitors of MITF-dependent TRPM1 promoter reporter, primary screen, cell-based, SK-MEL-5, single point, luciferase; actives 0.83% (n = 330,000); SK-MEL-5 TRPM1 promoter luciferase, 24 h; inhibition, % at 12.5 µM;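 active means mean inhibition across replicates of 60% or more, whatever share of single replicates reaches that level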; further: values of inactives mirror those of a sister screen read the other way
Exocytosis inh – LAMP-1 surface exposure blockers, TALL-104 cells – cell-based, flow cytometry, MLPCN library, primary screen; AID 651702, 2012; TALL-104 LAMP-1 surface exposure; cells stimulated with thapsigargin and PMA; inhibition, % at 10 µM; actives 0.66% (n = 360,000);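 active means inhibition above about 55%, limit read from the data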
iPSC survival up – enhancers of single-cell hiPSC survival, primary screen, ATPlite luminescence; survival enhancement, % at 20 µM; actives 0.044% (n = 360,000); 100% = ROCK inhibitor wells, 0% = DMSO; in the data active means survival enhancement above about 18%;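 further: cells exposed to compounds for 16 hours before the ATP read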
aDG glyco up – activators of alpha-DG glycosylation, primary screen, uHTS, Pro5-aDG cells, AlphaScreen. alpha-DG glycosylation AlphaScreen (IIH6); 0% Pro5, 100% B10-LARGE cell signal. activation, % at 10 µM. actives 0.22% (n = 360,000). AID 624168, 2012;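 active means activation of at least 8% versus controls, or a plate z-score of at least 8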;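 further: Pro5 are CHO cells carrying HIG-tagged alpha-DG that lacks glycosylation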
PDI inh – inhibitors of human PDI, primary screen, biochemical, turbidity, single point, plate reader; Protein disulfide-isomerase (Homo sapiens), P07237; PDI insulin aggregation turbidity, A650, 90 min; inhibition, % at 10 µM; actives 0.052% (n = 350,000); AID 588391, 2011;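 active means mean inhibition across replicates of 30% or more, whatever share of single replicates reach that level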;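 further: absorbance from insulin aggregation driven by PDI reduction with DTT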
Target sequence (P07237 whole entry, looked up): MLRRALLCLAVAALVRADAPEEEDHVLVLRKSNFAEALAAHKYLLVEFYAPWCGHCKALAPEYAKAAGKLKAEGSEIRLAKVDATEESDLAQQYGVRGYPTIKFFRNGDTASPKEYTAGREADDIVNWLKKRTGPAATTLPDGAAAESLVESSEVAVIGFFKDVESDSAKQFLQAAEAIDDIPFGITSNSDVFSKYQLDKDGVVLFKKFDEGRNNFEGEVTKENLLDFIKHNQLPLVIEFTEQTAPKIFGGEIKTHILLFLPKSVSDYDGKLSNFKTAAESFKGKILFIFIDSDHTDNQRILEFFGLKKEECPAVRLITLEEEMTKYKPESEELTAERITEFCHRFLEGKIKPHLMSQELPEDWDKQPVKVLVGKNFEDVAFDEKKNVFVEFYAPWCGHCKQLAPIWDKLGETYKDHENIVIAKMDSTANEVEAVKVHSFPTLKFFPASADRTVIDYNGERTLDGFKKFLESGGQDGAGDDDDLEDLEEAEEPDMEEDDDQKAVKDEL
The depositor's hits bear a star; · = no result given. Compounds as they come; any-hit rate near 3.5%.

SMILES	CaV13 ICDI inh	NR2E3 ag-1	HIF-2a inh	Vif imaging	NR2E3 ag-2	Peg3 promoter	MITF TRPM1 inh	Exocytosis inh	iPSC survival up	aDG glyco up	PDI inh
FC(F)(F)c1cc(C(F)(F)F)c2ccc(N3CCN(c4ncccn4)CC3)nc2n1	-6	0	4	4	-5	-12	1	-1	-2.2	0.0	-6
CN(CC1CCCO1)S(=O)(=O)c1ccc(C(=O)Nc2nc(-c3ccccn3)cs2)cc1 (configuration not stated)	·	0	25	-35	5	54*	56	-2	-2.7	0.3	·
Cc1cc(C)nc(NC(=O)CCCC(=O)O)c1	·	3	3	5	-11	15	1	1	0.0	0.1	5
O=C(NCCCn1ccnc1)c1cc(-c2cccc(O)c2)on1	-2	-2	-160	-1	-43	-122	-18	-1	-0.2	-0.2	10
Cc1ccccc1NC(=O)c1ocnc1C	-9	4	5	-3	-44	17	·	-14	0.0	-0.2	·
O=C(Nc1cccc(Br)c1)/C(=C\c1cccnc1)NC(=O)c1ccco1	-5	-3	13	-3	-15	13	4	0	-3.2	0.0	1
O=C(O)CCc1ccccc1OC(=O)c1ccccc1	-5	-1	17	0	1	8	11	-2	-0.4	-0.1	-4
COc1ccc(NC(=O)c2cccnc2)c(OC)c1	-10	-2	-2	-7	6	6	7	-3	4.0	0.0	2
Cc1cc2ncc(-c3ncc(C(F)(F)F)cc3Cl)cn2n1	-8	0	-30	0	-96	-3	-7	-3	-4.1	0.0	-2
Cc1cc(C)c(C)c(S(=O)(=O)NC(C)C(=O)O)c1C (configuration not stated)	1	0	7	-4	-17	4	-10	0	0.3	-0.2	-2
O=C(O)C1CCCN1C(=O)c1cncc(Br)c1 (configuration not stated)	-10	3	-17	0	9	-6	6	4	0.5	-0.2	8
CN(c1ccccc1)S(=O)(=O)c1cc(C(=O)Nc2ccccc2N2CCOCC2)ccc1Cl	-2	·	-9	-31	-1	20	6	-8	-1.2	0.0	0
CC(C)(O)C#Cc1ccc(CN2CCN(Cc3ccsc3)C(CCO)C2)s1 (configuration not stated)	-5	4	15	17	7	7	10	-3	-1.3	-0.1	-24
C=CCn1c(SCC(=O)c2[nH]c(C)c(C(=O)OC)c2C)nc2scc(-c3ccc(OC)c(OC)c3)c2c1=O	-3	2	12	2	8	10	105*	-9	-3.1	-0.5	2
O=C(O)CCCC(=O)Nc1cccc2cccnc12	-5	-1	8	4	-8	15	-1	1	-0.2	0.1	21
O=C(CN(Cc1ccco1)C(=O)CNS(=O)(=O)c1ccc(Cl)cc1)NCc1ccc(F)cc1	·	1	32	2	-1	15	1	0	0.9	0.5	-13
CCOC(=O)N1CCN(S(=O)(=O)c2cc([N+](=O)[O-])c(C)cc2C)CC1	-7	-1	6	-15	1	10	-2	1	5.1	-0.5	-3
CCc1ccc(C(=O)NNc2ccc(S(N)(=O)=O)cc2)cc1	-2	1	-11	·	7	-19	-11	-1	0.0	1.2	-2
CC1(C)C2CCC(C2)C1(C)N=C1OC(CCl)CS1 (configuration not stated)	-4	2	16	3	-22	1	-1	-2	-0.2	0.0	0
C=CCNC(=S)NN=C1CCC(c2ccccc2)CC1 (configuration not stated)	-3	-1	-1	2	-39	7	-1	5	0.7	0.6	-10
CCOC(=O)COc1ccccc1C(=O)c1cnn(-c2ccccc2)c1	-4	-1	-70	-6	-19	-109	-48	62*	0.6	0.1	-3
COc1ccc(-n2ncc3c2CC(C)(C)CC3NC(=O)c2c(C)cc(=O)oc2C)cc1 (configuration not stated)	-6	3	4	1	-7	9	-3	-2	-0.6	0.2	0
CCc1ccccc1N1CC(C(=O)Nc2cc(S(=O)(=O)N3CCCC3)ccc2Cl)CC1=O (configuration not stated)	-2	4	13	0	23	18	-5	6	-0.6	0.1	0
CN(CC(=O)Nc1ccccc1C(F)(F)F)C(=O)CSc1nc(N)cc(N)n1	-19	3	-4	-3	-10	13	14	-3	-0.5	-0.1	-1
Cc1ccsc1C(=O)NC(C)c1ccc2c(c1)OCO2 (configuration not stated)	-4	-1	3	7	-6	13	2	1	-2.5	-0.1	-3
NC(=O)C1CCCN(C(=O)c2cccc(S(=O)(=O)N3CCCCCC3)c2)C1 (configuration not stated)	-5	2	8	-5	-10	4	1	-1	0.2	0.0	0
O=C(O)C(S)C(S)C(=O)O (configuration not stated)	·	0	1	-1	12	-6	7	1	-1.5	-0.2	-11
O=C(COC(=O)c1n[nH]c(=O)c2ccccc12)NCc1ccccc1	-2	4	10	8	-23	1	5	-3	-0.2	-0.1	-1
CN1CCN(C(=O)c2ccc(Cn3cc(Cl)cn3)o2)CC1	-16	0	5	-8	9	5	12	-4	-0.5	0.1	-4
Cn1c(=NC(=O)COc2ccccc2)sc2cccc(F)c21	-7	1	-189	-7	-38	-178	-67	4	-0.4	0.0	0
CCOc1ccc(C(c2c(NC(=O)c3ccccc3)sc(C)c2C)N2CCN(CCO)CC2)cc1 (configuration not stated)	·	-2	-55	-3	-77	1	-8	10	-1.8	0.3	-5
CCn1c2ccccc2c2nnc(SCC(=O)c3ccccc3)nc21	-3	1	-33	-3	-12	-15	-17	0	-2.0	0.1	-4
CCc1nc2ccc(C(=O)NCCCN(C)C)cn2c1N(CC)CCOC	-6	·	13	11	8	-9	·	7	4.8	-0.1	-9
CC(Oc1ccccc1)C(=O)N(CCC1=CCCCC1)c1c(N)n(Cc2ccccc2)c(=O)[nH]c1=O (configuration not stated)	·	2	23	0	-45	18	1	2	-0.5	0.2	3
Clc1ccc(-n2ncc3c(NCc4cccnc4)ncnc32)cc1Cl	-2	1	-266	-5	-89	-336	-10	9	-0.6	1.5	-1
Cc1ccccc1-c1noc(-c2ccccc2C(=O)N2CCCC2)n1	-3	1	-3	-6	-14	7	7	4	0.8	-0.1	1

Arranged by count of non-hydrogen atoms (descending): 3 of the compounds above
SMILES	CaV13 ICDI inh	NR2E3 ag-1	HIF-2a inh	Vif imaging	NR2E3 ag-2	Peg3 promoter	MITF TRPM1 inh	Exocytosis inh	iPSC survival up	aDG glyco up	PDI inh
CCOc1ccc(C(c2c(NC(=O)c3ccccc3)sc(C)c2C)N2CCN(CCO)CC2)cc1 (configuration not stated)	·	-2	-55	-3	-77	1	-8	10	-1.8	0.3	-5
CCn1c2ccccc2c2nnc(SCC(=O)c3ccccc3)nc21	-3	1	-33	-3	-12	-15	-17	0	-2.0	0.1	-4
CN1CCN(C(=O)c2ccc(Cn3cc(Cl)cn3)o2)CC1	-16	0	5	-8	9	5	12	-4	-0.5	0.1	-4

Additional records follow.
SMILES	CaV13 ICDI inh	NR2E3 ag-1	HIF-2a inh	Vif imaging	NR2E3 ag-2	Peg3 promoter	MITF TRPM1 inh	Exocytosis inh	iPSC survival up	aDG glyco up	PDI inh
O=c1sc(N2CCN(c3ccc(F)cc3)CC2)nc2ccsc12	-7	-1	-184	68*	-54	-135	·	9	1.3	-0.2	·
COc1ccc(CCC(C)Nc2ccc(F)c(F)c2)cc1 (configuration not stated)	-4	-2	16	1	2	4	-1	-1	-1.1	0.1	-6
C=CCC1(Cl)C(=O)C(Cl)=C(N2CCN(C)CC2)C1(OC)OC (configuration not stated)	-5	1	7	-2	-2	9	0	0	0.2	0.0	6
CN(CCO)c1ccc2c(c1)OC[C@@H](Cc1ccccc1)NS2(=O)=O	-5	·	-11	·	-17	·	·	6	1.0	0.2	·
COC(=O)[C@@]1(C(C)C)N=C(c2cc(OC)c(OC)c(OC)c2)[C@]2(O1)C(=O)N(C)c1ccc(Br)cc12	-7	·	-3	·	-12	·	·	-1	-0.1	0.1	·
CCN(CC)C1=CC2=CC(=C(C#N)C#N)CCC2CC1 (configuration not stated)	24	-2	13	1	20	23	9	11	-1.0	0.0	-3
CCOC(=O)C(NS(=O)(=O)c1ccccc1)(C(F)(F)F)P(=O)(OC(C)C)OC(C)C (configuration not stated)	-5	0	10	15	-2	10	13	3	1.0	0.0	2
CC(C)(C)NC(=O)Cn1nnc(-c2ccc(S(C)(=O)=O)cc2)n1	-4	0	9	-11	3	3	10	0	-2.4	-0.2	15
O=C1/C(=C/C=C/c2ccco2)SC(=S)N1c1ccc(O)cc1	-6	2	25	-4	-32	20	-3	14	0.9	0.1	5
CCCN(CC(=O)Nc1ccccc1C)C(=O)c1ccc(NC2CC2)c([N+](=O)[O-])c1	-6	0	15	7	-4	3	-5	-3	-0.2	-0.1	3
COc1ccccc1N(C)S(=O)(=O)c1ccc(Cl)c(C(=O)NCCCN2CCOCC2)c1	-7	4	13	1	-14	3	-13	-19	0.1	-0.3	1
O=C(NS(=O)(=O)NC1CCCCC1)C1=C(N2CCCC2)COC1=O	-11	·	9	49	1	-11	-1	2	-0.1	0.0	-4

Filtered by structure: the compounds so far with a thiophene ring, fused or not (5)
SMILES	CaV13 ICDI inh	NR2E3 ag-1	HIF-2a inh	Vif imaging	NR2E3 ag-2	Peg3 promoter	MITF TRPM1 inh	Exocytosis inh	iPSC survival up	aDG glyco up	PDI inh
CC(C)(O)C#Cc1ccc(CN2CCN(Cc3ccsc3)C(CCO)C2)s1 (configuration not stated)	-5	4	15	17	7	7	10	-3	-1.3	-0.1	-24
C=CCn1c(SCC(=O)c2[nH]c(C)c(C(=O)OC)c2C)nc2scc(-c3ccc(OC)c(OC)c3)c2c1=O	-3	2	12	2	8	10	105*	-9	-3.1	-0.5	2
Cc1ccsc1C(=O)NC(C)c1ccc2c(c1)OCO2 (configuration not stated)	-4	-1	3	7	-6	13	2	1	-2.5	-0.1	-3
CCOc1ccc(C(c2c(NC(=O)c3ccccc3)sc(C)c2C)N2CCN(CCO)CC2)cc1 (configuration not stated)	·	-2	-55	-3	-77	1	-8	10	-1.8	0.3	-5
O=c1sc(N2CCN(c3ccc(F)cc3)CC2)nc2ccsc12	-7	-1	-184	68*	-54	-135	·	9	1.3	-0.2	·

Individual results from the results shown:
NR2E3 ag-2, O=C(O)CCc1ccccc1OC(=O)c1ccccc1 stands at 1
HIF-2a inh, Cn1c(=NC(=O)COc2ccccc2)sc2cccc(F)c21 stands at -189
HIF-2a inh, CC(C)(C)NC(=O)Cn1nnc(-c2ccc(S(C)(=O)=O)cc2)n1 stands at 9
Vif imaging, CC1(C)C2CCC(C2)C1(C)N=C1OC(CCl)CS1 (configuration not stated) stands at 3

High-throughput results as filed in PubChem BioAssay.
